Screens deposited in PubChem BioAssay by several laboratories.
Yfh1-off respiration = mitochondrial function rescue without frataxin homolog – Friedreich's ataxia, plus single-dose screen, dose response (AID 1465) | 0.074% of 220,000 active | one-dose fold induction at 50 µM; EC50 in µM for titrated hits | S. cerevisiae Yfh1-off respiration, WST-1 reduction, 72 h; higher fold induction means a stronger effect;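 active = fold induction of absorbance versus untreated yeast above a set limit, then at least 30% activation at any dose in follow-up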;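 note: activators that raise dye reduction in frataxin-depleted yeast; strong numbers were not always called active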
M1AAP inhibition = malaria alanyl aminopeptidase activity blockers – biochemical, fluorogenic H-Leu-NHMec substrate, 1536-well (AID 1445); recombinant M1AAP, H-Leu-NHMec fluorogenic kinetic assay; higher % means a stronger effect; inhibition, % at 30 µM; hits with a dose series show IC50 in µM; 0.42% of 220,000 active;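 active = primary inhibition above the hit cutoff, then over 50% inhibition at one or more dose response concentrations, cut at about 23% in these data, passing the limit was not always enough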;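 note: plate controls were DMSO full reaction for no effect and no enzyme background for full effect; strong numbers were not always called active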
human PMI inhibitors = MPI inhibition at elevated mannose 6-phosphate – biochemical, fluorescence intensity, high mannose 6-phosphate, primary screen (AID 1220); recombinant PMI enzyme, coupled fluorescence intensity; higher % means a stronger effect; one-dose inhibition, % at 20 µM; IC50 in µM for titrated hits; 0.66% of 190,000 active
LYP phosphatase = inhibitors of LYP phosphatase, biochemical, fluorescence intensity, uHTS (AID 1779) | recombinant LYP phosphatase, fluorescence intensity; higher % means a stronger effect | inhibition, % at 11.5 µM; hits with a dose series show IC50 in µM | 0.054% of 290,000 active;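 note: plate controls were vehicle with enzyme for no effect and no enzyme for full effect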
WT yeast gro inh = growth inhibition of WT yeast, mitochondrial fusion screen. 2.1% of 190,000 active. inhibition, % at 10 µM. mitochondrial fusion phenotypic screen, WT strain; in the data active = inhibition above about 58%; tested in S. cerevisiae
PMI inhibitors = MPI enzyme activity inhibition – biochemical, fluorescence intensity, coupled assay, primary screen (AID 1209); purified PMI enzyme, coupled fluorescence intensity; higher % means a stronger effect; inhibition, % at 20 µM; hits with a dose series show IC50 in µM; 0.42% of 190,000 active;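 note: plate controls were DMSO vehicle for no effect and wells lacking substrate for full effect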
XIAP displacement = XIAP antagonists, biochemical, IAP family, fluorescence polarization (AID 1018). displacement, % at 20 µM, or IC50 in µM where a hit was titrated. 0.007% of 200,000 active. XIAP BIR domain, fluorescence polarization peptide displacement; higher % means a stronger effect; in the data active = displacement above about 50%; note: a part of the inactive calls stands beside numbers as strong as those of hits
P. falciparum M17LAP = P. falciparum M17LAP inhibitors, primary screen, biochemical, fluorogenic H-Leu-NHMec substrate, 1536-well (AID 1619) | recombinant M17LAP, H-Leu-NHMec fluorogenic kinetic assay; higher % means a stronger effect | one-dose inhibition, % at 30 µM; IC50 in µM for titrated hits | 0.38% of 220,000 active;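 active = compound inhibiting the enzyme by more than half at any dose during confirmatory dose-response retesting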;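 note: plate controls were full reaction with DMSO carrier for no effect and no enzyme background for full effect; strong numbers were not always called active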
TNAP activators = stimulation of alkaline phosphatase TNAP activity – biochemical, luminescent, no phosphate acceptor, uHTS, primary screen (AID 1001); purified TNAP, luminescent activation assay, no phosphate acceptor; higher activation fold means a stronger effect; activation fold at 20 µM, or EC50 in µM where a hit was titrated; 0.03% of 200,000 active; in the data active = activation fold from about 3, or a potency from the dose series; inactive = the rest, 99 in 100 with activation fold below about 1.6; note: many of its hits are not listed in these tables
WT yeast gro inh mutant strain = recorded beside WT yeast gro inh, whose call it bears; inhibition, %; mitochondrial fusion phenotypic screen, mutant strain inhibition
* hit, by the source's call; i = inactive; x = not tested or not shown. Cut-off read from the data, not from the text of the source, unless noted: active = inhibition above about 50%; inactive = the rest. Random draw from the library (roughly 3.7% active in at least one column).

SMILES	P. falciparum M17LAP	WT yeast gro inh	LYP phosphatase	M1AAP inhibition	human PMI inhibitors	Yfh1-off respiration	WT yeast gro inh mutant strain	TNAP activators	PMI inhibitors	XIAP displacement
CCn1c(-c2ccc(N(C)C)cc2)nc2ccccc21	-40%	-2	-4%	8%	4%	i	-5	1.2	5%	-6.1%
C=CCOc1cc(OC)c(OC)c(OC)c1	7%	-6	-10%	-3%	55%*	i	-15	1	25%	-7.7%
N#C/C(=C\c1c(N2CCC(C(N)=O)CC2)nc2ccccn2c1=O)S(=O)(=O)c1ccccc1	9%	-3	-9%	15%	0%	i	2	1	-9%	-3.2%
On1nnc2ccc3ccccc3c21	10%	-2	-2%	2%	2%	i	-12	1.1	-10%	1.7%
CN(CCO)C(=O)c1ccc(-c2nn(C)c(=O)c3ccccc23)cc1	-3%	-15	-5%	1%	4%	i	-12	1.1	2%	-1.7%
CCN1CCN(CCCNC(=O)CCc2nc(-c3ccc(OC)cc3)no2)CC1	-3%	-5	-5%	1%	-8%	i	2	1.1	-9%	-5.7%
CC/S(CC1CC1(Cl)Cl)=N\S(=O)(=O)c1ccc(C)cc1 (stereo not given)	-4%	-1	-3%	0%	-4%	i	9	1.1	-1%	-5.9%
O=C(COC(=O)CSc1nnc(-c2ccc(Cl)cc2)o1)Nc1cc(Cl)ccc1Cl	14%	x	-5%	4%	x	i	x	x	x	x
CN1CCN(C(=S)Nc2cc(S(=O)(=O)N3CCOCC3)ccc2Cl)CC1	-7%	12	-7%	-6%	10%	i	12	1.2	7%	-6.9%
O=S(=O)(c1ccc(Cl)cc1)N1CCN(C(=S)Nc2ccc(F)c(Cl)c2)CC1	3%	21	6%	8%	4%	i	-38	1.1	7%	-2.5%
Cn1c(N)c(C(=O)CSc2nc3ccccc3c(=O)n2CCCN2CCOCC2)c(=O)n(C)c1=O	8%	0	-6%	1%	-3%	i	-20	1.1	1%	-5.7%
Cc1cc(Cl)c(S(=O)(=O)N2CCN(c3ccc(F)cc3)CC2)cc1OCC(N)=O	0%	24	2%	-2%	-5%	i	-1	1	-9%	-3.5%
Cc1ccc(C(=O)C[n+]2cccc3ccccc32)cc1	12%	25	-12%	5%	-31%	i	1	1	-13%	-7.6%
Cc1ccc(-c2noc(CN3CCCCC3)n2)cc1	6%	-16	4%	2%	-6%	i	-9	0.9	-12%	-3.6%
Cc1ccc(-n2cccc2C(=S)N=P(N(C)C)(N(C)C)N(C)C)cc1	2%	65*	2%	5%	24%	i	6.1*	1	20%	-2.7%
CC(C)n1cc(CN2CCCC(CO)(Cc3cccc(Cl)c3)C2)cn1 (stereo not given)	3%	5	1%	-3%	-9%	i	6	1	-8%	-5.5%
O=C(CNC(=S)N(CCCN1CCOCC1)Cc1cccs1)NC1CCCCC1	-3%	-3	0%	-6%	3%	i	6	1.1	-6%	-2.6%
CC1Cc2ccccc2N1C(=O)CSCC(=O)O (stereo not given)	0%	10	20%	0%	-3%	i	33	1.1	-5%	-2.7%
O=C(Nc1cccc2ccccc12)N1CCN(Cc2ccccc2)CC1	2%	-8	-5%	0%	26%	i	4	1.1	7%	-3.8%
CN(C(=O)C12CC3CC(CC(C3)C1)C2)C1CCS(=O)(=O)C1 (stereo not given)	8%	27	-5%	16%	1%	i	47	1.1	3%	-0.7%
Nc1nc(SCc2nnc(SCC(=O)O)n2-c2ccccc2)nc2sc3c(c12)CCCC3	22%	-10	-5%	-3%	0%	i	-15	1.1	10%	-3.4%
c1ccc(Oc2nc(-c3cccnc3)nc3ccccc23)cc1	0%	x	-2%	-2%	x	i	x	x	x	x
CCNC(=O)C1CC(=O)N(Cc2ccc3c(c2)OCO3)C(=Nc2ccc(F)cc2)S1 (stereo not given)	3%	-2	-11%	27%*	5%	i	-2	1	8%	-3.4%
Cc1nn(-c2ccccc2)c(Cl)c1/C=C(\C#N)C(=O)NC(C)C	0%	11	-7%	-1%	4%	i	21	1.1	1%	-18%
O=C1C2CCCN2C(c2ccccc2F)N1c1ccc(F)cc1 (stereo not given)	-2%	-4	1%	1%	13%	i	4	1.1	15%	-12%
Cn1c(NCc2cccs2)nc2ccccc21	11%	18	-9%	2%	2%	i	21	1.2	6%	-5.6%
CSc1ccc(-c2nnn(Cc3ccc(Br)cc3)n2)cc1	-5%	-1	-5%	10%	2%	i	-17	1	1%	-1.2%
COC(=O)CNC(=O)C(C)(C)Oc1ccc(Cl)cc1	5%	-3	-3%	3%	2%	i	6	1.2	4%	-11%
N#CCSc1nnc(-c2ccccc2)c(-c2ccccc2)n1	3%	30	-4%	6%	8%	i	12	1	9%	-2.0%
O=C(NCCO)c1ccccc1O	6%	3	-13%	8%	-6%	i	-4	1.1	-2%	-5.2%
CCCCNC(=O)COC(=O)c1cc(S(=O)(=O)N2CCCCCC2)ccc1OC	13%	1	-7%	0%	-2%	i	7	1.1	0%	0.1%
CCCCn1c(=O)[nH]c(=O)c2c(C(=O)OCC)cc(-c3ccc(OC(F)F)cc3)nc21	2%	9	-12%	9%	-2%	i	13	1	2%	-7.8%
Cc1ccc(CN2CCNC2=O)cc1	7%	2	-5%	6%	0%	i	-1	1.1	4%	-5.3%
O=C(OCC(=O)N1CCOCC1)c1ccc[nH]c1=O	-4%	2	1%	3%	-7%	i	8	1.2	-8%	0.9%
O=c1[nH]c(CSc2ccccn2)nc2ccccc12	21%	-16	-2%	3%	-10%	x	-7	1.1	-8%	-1.7%
CN=c1scc(-c2ccc(F)cc2)n1/N=C/c1ccc(O)c(O)c1	14%	-14	2%	8%	23%	i	-7	0.3	50%*	-4.1%
CC(=O)c1sc(NC(=O)C(C)(C)C)nc1C	-8%	-8	-6%	-1%	-5%	i	-19	1.1	-6%	-0.4%
CCOC(=O)c1c(C)[nH]c(C(=O)CSc2nnnn2-c2ccc(C)cc2)c1C	-3%	-16	-1%	5%	-4%	i	-19	1.1	3%	-11%
CCCCNC(c1ccccc1)c1ccncc1 (stereo not given)	12%	-9	-10%	10%	1%	i	-7	1.1	6%	-7.3%
CNC(=O)COC(=O)c1ccccc1NC(=O)c1ccco1	8%	x	-8%	8%	x	i	x	x	x	x
COCCn1cnc2c(c1=O)c1nc3ccccc3nc1n2/N=C/c1ccc(OC)c(OC)c1	0%	x	2%	7%	x	i	x	x	x	x
Cn1cnc([N+](=O)[O-])c1SCCO	1%	x	-7%	-1%	x	i	x	x	x	x
O=C(Nc1nnc(-c2ccc(Cl)cc2)o1)c1ccccc1Br	1%	71	-6%	-3%	1%	i	79	1.1	-13%	-5.7%
O=C(NNC(=O)c1ccc(Oc2ccc(C3SCCS3)cc2)o1)c1ccc(Cl)cc1	6%	x	-4%	11%	x	i	x	x	x	x
COc1ccc(NC(=O)CSc2nncs2)cc1OC	6%	-14	-2%	4%	-2%	i	-4	1.2	-4%	-1.2%
COc1ccc(-n2c(CNc3ccc(C)cc3)nnc2SCc2ccccc2)cc1	2%	33	-3%	8%	10%	i	13	1.1	12%	-2.0%
COC(=O)Cc1cc(=O)oc2c(C)c(O)ccc12	-355%	3	-8%	21%	14%	i	12	1.1	11%	-3.4%
Cc1cc2cc(CN(Cc3nnnn3C3CCCCC3)CC3CCCO3)c(=O)[nH]c2cc1C (stereo not given)	13%	7	9%	9%	16%	i	1	1.1	3%	-1.5%
CCOc1cc(/C=N/NC(=O)Cn2nc([N+](=O)[O-])cc2C)cc(Br)c1OCc1ccccc1C	0%	10	1%	5%	-2%	i	11	1.1	-3%	-9.5%
C/C(CC(=O)Nc1cc(Cl)ccc1Cl)=N\NC(=O)c1ccccc1Br	5%	7	-2%	1%	-3%	i	5	1.1	-2%	-1.7%

Compound profiles, as listed above. Order of values: P. falciparum M17LAP, WT yeast gro inh, LYP phosphatase, M1AAP inhibition, human PMI inhibitors, Yfh1-off respiration, WT yeast gro inh mutant strain, TNAP activators, PMI inhibitors, XIAP displacement
`Cc1ccc(C(=O)C[n+]2cccc3ccccc32)cc1` is listed as 12%, 25, -12%, 5%, -31%, i, 1, 1, -13%, -7.6%
`CCN1CCN(CCCNC(=O)CCc2nc(-c3ccc(OC)cc3)no2)CC1` is listed as -3%, -5, -5%, 1%, -8%, i, 2, 1.1, -9%, -5.7%

New compounds follow:
SMILES	P. falciparum M17LAP	WT yeast gro inh	LYP phosphatase	M1AAP inhibition	human PMI inhibitors	Yfh1-off respiration	WT yeast gro inh mutant strain	TNAP activators	PMI inhibitors	XIAP displacement
CCOC(=O)c1cccc(NC(=S)N2CCN(c3ncc4c(=O)c(C(=O)O)cn(CC)c4n3)CC2)c1	27%	-8	0%	6%	7%	i	-8	1	16%	-7.2%
O=C(Nc1ccccc1)OCCN1CCN(Cc2ccccc2)CCC1=O	2%	14	-3%	-9%	1%	i	-15	1.1	-4%	-1.8%
O=C(CSc1nccc(-c2cccs2)n1)Nc1cccc(Cl)c1	-3%	x	-2%	-3%	x	i	x	x	x	x
NC(=O)C1CCN(CC(=O)NC2CCCc3ccccc32)CC1 (stereo not given)	2%	-15	-5%	5%	-8%	i	9	1	-7%	-5.3%
O=C(NNC(=O)C1CC(c2cccnc2)=NO1)Nc1ccccc1F (stereo not given)	1%	-9	-7%	4%	-6%	i	-8	1.8	-3%	-4.6%
CC(C)c1onc(C(=O)NC2CCCCC2)c1[N+](=O)[O-]	2%	2	-10%	-3%	3%	i	6	1	-1%	-6.6%
Cc1cc(=O)cc(C)n1-c1ccc2c(c1)nc(C)n2-c1ccccc1	x	x	-10%	x	11%	i	x	1.1	8%	-4.6%
COC(=O)C1=C(C)N=C2SC(C)C(=O)N2C1/C=C/c1ccccc1OC (stereo not given)	23%	-5	-2%	9%	7%	i	-18	1	5%	-9.4%
COc1ccc(C2=NOC(C(=O)NCC(C)C)C2)cc1 (stereo not given)	0%	13	2%	5%	-1%	i	2	1.1	5%	-3.9%
CC(=O)NCCC(=O)Nc1ccc(C)c(F)c1	9%	16	0%	-4%	13%	i	-3	1.1	12%	-2.3%
CCOc1ccc(OCC)c(NC(=O)C2CCN(c3nn4c(=O)cc(C)nc4s3)CC2)c1	14%	4	0%	2%	14%	i	7	1.1	18%	-3.4%
CCN1CCN(c2ncnc3c2cnn3-c2ccccc2)CC1	-3%	16	-10%	4%	-2%	i	4	1.2	-2%	0.3%
CCOc1cc(C(N)=O)cc(Br)c1OCc1ccccc1	-6%	8	2%	-2%	-5%	i	9	1.1	4%	-12%
COc1cc2c(cc1NC(=O)COC(=O)CNC(=O)c1ccccc1)oc1ccccc12	-8%	2	-3%	-1%	5%	i	2	1.1	9%	-2.3%
COC(=O)c1nc(NC(=O)c2ccccc2Br)n[nH]1	0%	-8	2%	0%	-7%	i	3	1.1	-12%	-13%
CC(=O)N(c1ccc(N(C(C)=O)S(=O)(=O)c2cccs2)cc1)S(=O)(=O)c1cccs1	4%	-4	1%	2%	7%	i	0	1.1	15%	1.1%
CC1CCN(c2ccc(/C=C(\C#N)c3nn(-c4ccccc4)c(N)c3C#N)cc2[N+](=O)[O-])CC1	2%	-6	4%	-1%	11%	i	11	1	22%	-2.9%
